N370S GC mod: inhibitors or activators of N370S glucocerebrosidase for Gaucher disease | 330,000 compounds, 0.092% hits | N370S GC spleen homogenate, 4MU-glucoside fluorescence | Potency, µM (doses to about 59.4 µM), for inactives: top-dose activity change, negative = inhibition, most hits filed as inhibitors | P04062;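 further: 0% = full enzyme activity and -100% = no enzyme basal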
FEN1 inhibitor: human FEN1 inhibition; P39748; Recombinant FEN1 flap cleavage, fluorescence, 15 min; Potency, µM (series often up to 114 µM), without a hit: top-dose activity change, negative = inhibition, actives largely listed as inhibitors; 390,000 compounds, 0.35% hits; AID 588795; further: nearly all actives have a fitted effect of over 65% in size
Target sequence (P39748 whole entry, looked up): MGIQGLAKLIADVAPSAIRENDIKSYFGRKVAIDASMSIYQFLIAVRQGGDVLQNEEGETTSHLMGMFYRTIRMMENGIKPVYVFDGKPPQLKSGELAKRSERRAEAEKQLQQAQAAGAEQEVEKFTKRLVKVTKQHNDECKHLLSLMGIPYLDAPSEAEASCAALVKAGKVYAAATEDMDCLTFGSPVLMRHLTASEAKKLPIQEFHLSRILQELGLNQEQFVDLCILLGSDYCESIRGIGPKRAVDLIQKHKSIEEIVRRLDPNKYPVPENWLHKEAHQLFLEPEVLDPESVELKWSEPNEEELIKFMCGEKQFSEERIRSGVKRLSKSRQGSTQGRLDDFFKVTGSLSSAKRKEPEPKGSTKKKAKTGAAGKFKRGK
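With each library titrated from low to high concentration, compounds met 10 nM FEN1 for 15 min at room temperature before 50 nM substrate was added; readings at 0 and 15 min fed four-parameter Hill curve fits.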
KAT2A inh: inhibitors of human GCN5L2 histone acetyltransferase; Q92830; GCN5L2 HAT assay, ThioGlo1 CoA-SH fluorescence; AID 504327; Potency, µM (top dose mostly 58.9 µM), for inactives: at the highest dose activity change, negative = inhibition, actives largely listed as inhibitors; 390,000 compounds, 0.21% hits
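Titration-based screen in which CoA formation is detected via maleimide probe ThioGlo1 (50uM) turning fluorescent on thiol reaction; substrates H3(1-25) 75uM and acetyl-CoA 70uM, GCN5L2 20nM, 20 min incubation at room temperature.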
An asterisk follows results filed as active; ? = inconclusive; . = not tested or not shown; & = joins results of further samples; [ ] = dose if it differs, or a comment. The call rests on the fitted dose curve; in most records, active means well fitted curve in the direction sought with a large enough effect; inconclusive means small, poorly fitted or top-dose-only effect, or another doubt; inactive means no such curve, though single readings can be large; an effect the other way counts as inactive or inconclusive. Unless noted, on the % scale 0 is the no-effect control and ±100 the full control effect; potency means the concentration at half of the fitted maximal effect. Not a hit list. Share with any hit: about 0.54%.

| N370S GC mod | FEN1 inhibitor | KAT2A inh | SMILES |
| --- | --- | --- | --- |
| -9.3% | 5.4% | 2.9% | Cc1csc(=O)n1CCC(=O)OCC(=O)c1c(N)n(CC(C)C)c(=O)n(C)c1=O |
| -10.5% | 8.2% | -0.9% | Cc1nc2c(sc(=S)n2Cc2ccco2)c(=O)n1CC(=O)Nc1ccccc1F |
| 7.2% | 3.1% | -5.0% | Cc1oc(C(C)(C)C)cc1C(=O)Nc1cccc(/C=C\C(=O)O)c1 |
| . | -4.0% | -9.7% | O=C(c1ccc(-c2ccc([N+](=O)[O-])cc2)o1)N1CCN(S(=O)(=O)c2cccs2)CC1 |
| -16.7% | -4.9% | 0.9% | Cc1ccc(CNC(=O)CCCc2ccccc2)cc1 |
| 12.7% | -11.1% | -13.9% | COc1ccccc1NC(=O)CSc1nnc(Cn2nnc(-c3ccccc3)n2)n1-c1ccccc1 |
| -12.7% | -0.2% | -5.8% | CCC(=O)C1CCCN(C(=O)c2ccc3nc(-c4cccc(OC)c4)oc3c2)C1 (stereo not drawn) |
| -2.1% | 7.5% | -0.9% | CN(C(=O)CCNC(=O)Cn1cnc2ccccc2c1=O)c1ccc(Br)cc1 |
| -3.3% | 4.9% | -21.4% | Clc1ccc(-n2ncc3c(NCCN4CCOCC4)ncnc32)cc1 |
| -2.5% | -9.4% | -2.0% | CCN1CCN(C(=O)c2cc3sccc3n2CC(=O)c2ccccc2)CC1 |

Continued.
| N370S GC mod | FEN1 inhibitor | KAT2A inh | SMILES |
| --- | --- | --- | --- |
| -12.9% | 0.9% | -4.6% | CC(C)[C@H](NC(=O)c1c(F)cccc1F)C(=O)N1CCN(c2ccc(F)cc2)CC1 |
| 4.7% | -8.0% | -14.6% | COc1cccc(-c2nnc(N)o2)c1 |
| 1.2% | -2.4% | -16.0% | O=C(CSc1ccc2ccccc2n1)Nc1ccc(N2CCOCC2)cc1 |
| . | -15.8% | 0.0% | Cc1cc(F)ccc1NS(=O)(=O)c1ccc(-n2cccn2)cc1 |
| -0.2% | 10.7% | -3.7% | O=C(CCN1CCN(C(=O)c2ccccc2)CC1)c1ccc(Br)cc1 |
| . | -5.7% | -12.6% | COc1ccc(CCNC(=O)C(=O)NCC(c2ccco2)S(=O)(=O)c2cccs2)cc1 (stereo not drawn) |
| 5.4% | -1.0% | -3.6% | O=C(Nc1nc(-c2ccc3c(c2)Cc2ccccc2-3)cs1)c1ccccc1 |
| -0.7% | 15.4% | -3.4% | CCN1C(=O)NC(c2cccnc2)C(C(=O)OC)=C1C (stereo not drawn) |
| -3.7% | 17.4% | 9.8% | COCCCNc1nc(N)c([N+](=O)[O-])c(N2CCCCCC2)n1 |
| 10.9% | 3.2% | 0.2% | COc1ccc(CCNC(=O)C2CCCN(c3nn4c(=O)cc(C)nc4s3)C2)cc1OC (stereo not drawn) |

Whole records, quoted from the list. Screens in order: N370S GC mod, FEN1 inhibitor, KAT2A inh
Listed for COCCCNc1nc(N)c([N+](=O)[O-])c(N2CCCCCC2)n1 : -3.7%, 17.4%, 9.8%
Listed for O=C(CCN1CCN(C(=O)c2ccccc2)CC1)c1ccc(Br)cc1 : -0.2%, 10.7%, -3.7%
Listed for COc1cccc(-c2nnc(N)o2)c1 : 4.7%, -8.0%, -14.6%

Continued.
| N370S GC mod | FEN1 inhibitor | KAT2A inh | SMILES |
| --- | --- | --- | --- |
| . | -23.0% | -6.6% | Cc1ccc(Nc2c(-c3c[nH]c4ccccc34)nc3cc(C)ccn23)cc1 |
| -4.9% | -15.9% | -2.0% | CSc1nnc(C)c(/C=C/Nc2ccc(Cl)cc2)n1 |
| -17.9% | -8.3% | -2.6% | CN(C)S(=O)(=O)c1ccc(NC(=O)CN2CCN(C(c3ccccc3)c3ccccc3)CC2)cc1 |
| -8.3% | -10.0% | 0.8% | COCCCNC(=S)Nc1cccc2ncccc12 |
| 9.4%&11.0%&2.0% | ? | 2.1%&-1.8%&-21.0%&8.2% | Nc1ncnc2c1ncn2[C@@H]1O[C@H](CO)[C@@H](O)[C@H]1O |
| -14.4% | 2.9% | -5.7% | O=S(=O)(c1ccc(S(=O)(=O)N2CCCC2)cc1)N1CCCCC1 |
| 22.0% | 12.0% | -7.1% | Cc1cc(/C=C2/NC(=O)N(Cc3ccccc3F)C2=O)c(C)n1C(C)C |
| 8.8% | -14.8% | -11.8% | COC(=O)c1c(NC(=O)Cc2ccccc2)sc2c1C(C(=O)OC)CC2 (stereo not drawn) |
| 0.0% | ? | ? | COc1ccc(C)cc1NC(=O)c1cc(S(=O)(=O)N2CCCC2)cn1C |
| . | -3.7% | -8.7% | CCOc1ccc(C(=O)O[C@H]2[C@H](Cc3ccccc3)NS(=O)(=O)[C@H]3C[C@@H]4C=C[C@]23O4)cc1 |

Following part
| N370S GC mod | FEN1 inhibitor | KAT2A inh | SMILES |
| --- | --- | --- | --- |
| -8.4% | 4.7% | ? | COc1ccc(CCNC(=O)c2ccc(NS(=O)(=O)c3ccc4[nH]c(=O)[nH]c4c3)cc2)cc1 |
| -10.1% | 4.8% | -6.4% | O=C(c1ccc(S(=O)(=O)Cc2ccccc2F)c([N+](=O)[O-])c1)N1CCCC1 |
| 1.1% | -8.6% | -1.2%[0.501 µM] | O=C(Nc1nccs1)c1cc2c(s1)CCCCC2 |
| 6.2% | 11.2% | -0.4% | S=C(Nc1ccc(Br)cc1Cl)NN1CCOCC1 |
| 6.9% | . | -8.5% | CC(=O)Oc1ccc(Cl)cc1/C=C/c1cc(OC(C)=O)c2ccccc2n1 |
| . | 4.5% | -13.9% | COCCn1c(CCC(=O)Nc2ccc(OC)c(OC)c2)nc2cccnc21 |
| . | -5.2% | -3.6% | O=C(NOCc1ccccc1)c1ccc(Cl)cc1Cl |
| -23.0% | -9.8% | -3.0% | Cc1nn(-c2ccccc2)c(Cl)c1C(=O)NCCN(C)C |
| 3.0% | -10.0% | -8.4% | O=[N+]([O-])c1ccc(NCc2ccc3c(c2)OCO3)cc1 |
| 14.4% | 7.2% | -4.4% | COc1ccc(-c2nc(N3CCC(C)CC3)[nH]c(=O)c2C#N)cc1 |

Part of the list above, showing only FEN1 inhibitor and N370S GC mod.
SMILES	FEN1 inhibitor	N370S GC mod
O=C(Nc1nccs1)c1cc2c(s1)CCCCC2	-8.6%	1.1%
S=C(Nc1ccc(Br)cc1Cl)NN1CCOCC1	11.2%	6.2%
CC(=O)Oc1ccc(Cl)cc1/C=C/c1cc(OC(C)=O)c2ccccc2n1	.	6.9%
COCCn1c(CCC(=O)Nc2ccc(OC)c(OC)c2)nc2cccnc21	4.5%	.

More records follow:
| N370S GC mod | FEN1 inhibitor | KAT2A inh | SMILES |
| --- | --- | --- | --- |
| -4.4% | -22.8% | 7.0% | CN(C)c1ccc(C(=O)/C=C/c2cccnc2)cc1 |
| 6.6% | 16.7% | -3.3% | Cc1ccc(S(=O)(=O)N2CC3(C)CN(S(=O)(=O)c4ccc(C)cc4)CC(C)(C2)C3)cc1 |
| -1.3% | 7.0% | -6.8% | Cc1ccc(NC(=S)NC2CC3CCC(C2)N3Cc2ccco2)cc1C (stereo not drawn) |
| . | 13.8% | -9.3% | CCc1ccc(Oc2c(C(F)(F)F)oc3c(CN4CCN(CC)CC4)c(O)ccc3c2=O)cc1 |
| . | ? | -0.2% | O=C(c1cn(CCOc2ccc(Cl)cc2)c2ccccc12)C1CCCCC1 |
| . | 8.5% | -2.5% | COc1cc(/C=C/C(=O)O)cc(S(=O)(=O)NNC(=O)c2cc(C)oc2C)c1OC |
| -5.1% | -8.2% | -0.5% | Cc1ccc(NC(=O)C2CCCN2C(=O)c2cccs2)c(C)c1 (stereo not drawn) |
| 3.2% | -8.8% | 23.2% | C=CCNc1nc(N)c([N+](=O)[O-])c(NCc2ccccc2)n1 |
| 4.5% | -4.3% | -7.3% | Cc1cc(OCc2cn3cccnc3n2)ccc1Cl |
| 4.6%[21.6 µM] | . | 3.8%[21.4 µM] | CC[C@H](CO)NCCN[C@@H](CC)CO |

4 entries from above, set out differently.
Values run as follows: N370S GC mod	FEN1 inhibitor	KAT2A inh
COc1cc(/C=C/C(=O)O)cc(S(=O)(=O)NNC(=O)c2cc(C)oc2C)c1OC
  .	8.5%	-2.5%
Cc1ccc(NC(=O)C2CCCN2C(=O)c2cccs2)c(C)c1 (stereo not drawn)
  -5.1%	-8.2%	-0.5%
C=CCNc1nc(N)c([N+](=O)[O-])c(NCc2ccccc2)n1
  3.2%	-8.8%	23.2%
Cc1cc(OCc2cn3cccnc3n2)ccc1Cl
  4.5%	-4.3%	-7.3%

Next section:
| N370S GC mod | FEN1 inhibitor | KAT2A inh | SMILES |
| --- | --- | --- | --- |
| . | -9.8% | 29.2% | CCSC1=NC2(CCN(C(=O)NC3CCCCC3)CC2)N=C1c1ccc(OC)cc1 |
| -0.2% | 5.5% | -2.9% | Cc1cc(C)n(CC2CC(=O)N(c3ccccc3)C2=O)n1 (stereo not drawn) |
| . | -3.1% | -5.3% | O=C(CCCc1ccccc1)NC1CC(=O)N(c2ccc(F)cc2)C1 (stereo not drawn) |
| -5.3% | 10.6% | -11.7% | OCCNc1cc(-n2nc(-c3ccccc3)cc2-c2ccccc2)ncn1 |
| . | -14.4% | -1.0% | O=C(CCCOC(=O)c1ccc(O)cc1)c1ccccc1 |
| 14.1µM* | 44.7µM* | -0.3% | CCOC(=O)c1c(CSc2ccccc2)n(C)c2cc(Br)c(OCC(O)CNC(CO)(CO)CO)cc12 (stereo not drawn) |
| 7.6% | -4.4% | -1.2% | Cc1sc2nc(CN3CCOCC3)nc(N3CCOCC3)c2c1C |
| -11.6% | 3.6% | 0.3% | Cc1ccccc1CSc1nnnn1-c1ccc(C(N)=O)cc1 |
| -5.9% | -9.6% | -5.1% | COc1ccc(C)cc1NC(=O)C(=O)NNC(=O)c1ccco1 |
| -4.9% | -11.9% | -10.0% | COc1cc(NC(=O)[C@H](C)NC(=O)N2CCn3c2nc2ccccc23)cc(OC)c1 |

(continued)
| N370S GC mod | FEN1 inhibitor | KAT2A inh | SMILES |
| --- | --- | --- | --- |
| -22.3% | -3.6% | 3.4% | CCN(CC(=O)Nc1c(F)cccc1F)C(=O)CNC(=O)c1ccc(Br)o1 |
| -10.9% | -1.9% | -18.0% | COc1ccc(NC(=O)CN(C)CC(=O)NCCc2ccc(F)cc2)cc1 |
| 5.0% | -8.2% | -13.5% | O=C(COC(=O)CC1CC2CCC1C2)Nc1cc([N+](=O)[O-])ccc1F (stereo not drawn) |
| 19.1% | . | -4.2% | CC(C)Oc1ccc2c(=O)cc(-c3ccccc3)oc2c1 |
| 0.5% | 13.7% | -31.9% | N#Cc1ccsc1NC(=O)CCS(=O)(=O)c1ccccc1 |
| -1.7% | -6.6% | 20.8% | CCOc1ccccc1NC(=O)Cn1c(=O)sc2ccccc21 |
| 25.0% | -1.0% | -26.3% | CCn1c(=NC(=O)c2ccc(S(=O)(=O)N(C)C)cc2)sc2cccc(OC)c21 |
| -3.8% | 7.2% | 1.9% | N=C(N)CCCOc1ccccc1-c1ccccc1 |
| 7.2% | 5.6% | -15.1% | O=[N+]([O-])c1ccc(Sc2n[nH]c(-c3ccc(Cl)cc3Cl)n2)nc1 |
| -5.0% | -1.5% | 0.3% | Cc1ccc(NC(=O)c2ccc(N/N=C/c3cccc(O)c3)c([N+](=O)[O-])c2)cc1 |

Later entries:
| N370S GC mod | FEN1 inhibitor | KAT2A inh | SMILES |
| --- | --- | --- | --- |
| 2.0% | 6.3% | -0.4% | CC1CC(C)CN(C(=O)Cn2c(SCC(=O)N3CCc4ccccc4C3)nc3ccccc32)C1 (stereo not drawn) |
| -9.4% | 4.4% | -2.4% | CN1C(=O)/C(=C/c2ccc(O)c([N+](=O)[O-])c2)NC1=S |
| 1.5% | -7.7% | -5.5% | COc1ccc(CCC(C)Nc2cccc(C)c2)cc1 (stereo not drawn) |
| . | -13.4% | -12.1% | COc1ccc(-c2cn3c(n2)sc2cc(C(=O)N4CCCCC4)ccc23)cc1 |
| . | 6.8% | -4.8% | O=C(NC1CCC(O)CC1)c1ccc(NS(=O)(=O)c2cccc([N+](=O)[O-])c2)cc1 (stereo not drawn) |
| 1.4% | . | -23.1% | FC(F)(F)c1ccccc1C1C2=C(Nc3ncnn31)c1ccccc1CCC2 (stereo not drawn) |
| -19.7% | -10.6% | -14.4% | COc1ccc(CN(C)C(=O)c2ccc(OCC(=O)Nc3cccc(C(F)(F)F)c3)c(OC)c2)c(OC)c1 |
